# High-throughput results (PubChem BioAssay)
# NCI-60 one-dose screen, 48 h, at 10 µM unless noted. Numbers give growth in % (100 = growth as untreated, 0 = no growth, -100 = all killed).
# EKVX: EKVX NSCLC; 3% of 71,000 active
# MOLT-4: MOLT-4 leukemia cells | 6.9% of 80,000 active | AID 1794779
# M14: M14 melanoma | 6.2% of 80,000 active
# HOP-92: HOP-92 NSCLC cells; 6.3% of 71,000 active; AID 1794738
# CCRF-CEM: CCRF-CEM leukemia; 7% of 77,000 active; AID 1794778
# A549/ATCC: A549/ATCC NSCLC. 3.7% of 81,000 active. AID 1794740
# HOP-62: HOP-62 NSCLC. 3.9% of 80,000 active. AID 1794735
# RPMI-8226: RPMI-8226 leukemia cells | 7.5% of 77,000 active | AID 1794781
# * hit, by the source's call; x = not tested or not shown; & = joins results of further samples; [ ] = remark or other dose. Rule for the calls: active = growth percent below 10; inactive = the rest.
# Every second line gives: EKVX, MOLT-4, M14, HOP-92, CCRF-CEM, A549/ATCC, HOP-62, RPMI-8226
Clc1cccc(Nc2ncnc3ccc(-c4cccc(-c5nn[nH]n5)c4)cc23)c1
    95, 124, 96, 97, 116, 98, 98, 109
CCN(CCO)CC(C)Nc1ccc([N+](=O)[O-])c2sc3ccccc3c(=O)c12 (configuration not stated)
    26, 17, 29, -1.0*, 36, 12, 37, 41
O=C(Oc1ccc(-c2ccccc2)cc1)c1ccccc1C(=O)c1ccccc1
    81, 94, 108, 84, 73, 102, 104, x
CCCC(CCC)NCCO
    105, 124, 109, 110, 103, 93, 102, 95
COc1cc2nc(N3CCC[C@H](N)C3)nc(N)c2cc1OC
    x, 64, 87, 81, 71, 85, 84, 99
CCCCN1C(=O)/C(=c2\sc3n(c2=O)NC2C(N=3)N(CC)C(=O)N2CC)c2cccc(C)c21 (configuration not stated)
    97, 93, 64, 86, 87, 95, 88, 76
C/C(=C(/c1ccc(Cl)cc1)c1ccc(OCCN2CCOCC2)cc1)c1ccccc1
    92, 71, 89, 110, 95, 97, 109, 105
Nc1nonc1-n1nnc(C(=O)N2CCOCC2)c1-c1ccccc1
    111, 100, 101, x, 94, 104, 102, 104
COc1ccc(C(=O)C/C(=C/c2ccc(-c3ccc(Cl)cc3)o2)C(=O)NCc2ccccc2)cc1
    x, 103, 91, 79, 114, 86, 111, 90
O=C(O)c1ccccc1C(=O)c1ccc(Cl)cc1Cl
    108, 92, 99, 95, 101, 95, 89, 108
COc1cc(-c2nc(C(=O)Nc3ccc(F)c(F)c3)nn2-c2ccc(F)c(F)c2)cc(OC)c1OC
    89, 81, 92, 121, 102, 78, 84, 92
COc1cc2ncnc(Nc3ccc(F)c(Cl)c3)c2cc1OCC(=O)N1CCOCC1
    63, 92, 90, 92, 92, 75, 98, 91
COc1nc(N)nc2c1ncn2C1OC(CO)CC1O (configuration not stated)
    102, 98, 104, 95, 59, 111, 100, 92
Oc1c(Cl)cc(Cl)cc1C=Nc1cc(C(F)(F)F)ccc1N1CCc2ccccc2C1
    64, 79, 82, 49, 70, 89, 77, 56
CCOC(=O)/C(C#N)=C/c1cccc(OC)c1
    x, 107, 106, x, 98, 102, 116, 96

# Next part.
# Every second line gives: EKVX, MOLT-4, M14, HOP-92, CCRF-CEM, A549/ATCC, HOP-62, RPMI-8226
CC(=O)NC1=C(C#N)C(c2ccccc2)c2c(ccc3ccccc23)O1 (configuration not stated)
    70, 83, 87, 89, 92, 112, 82, 91
C=CCn1c(SCC(=O)Nc2ccc(C(=O)/C=C/c3cc(OC)c(OC)c(OC)c3)cc2)nnc1-c1cc(-c2ccc(Cl)cc2)nc2ccccc12
    86, 53, 96, 83, x, 97, 97, -16*
O=C(OCC(O)C(=O)NC12CC3CC(CC(C3)C1)C2)c1ccccc1C(=O)OCC(F)(F)F (configuration not stated)
    93, 87, 95, 93, 82, 96, 97, 95
C=C1C(=O)O[C@H]2[C@H]1CC/C(COC(=O)NCCc1ccc(OC)c(OC)c1)=C\CC[C@@]1(C)O[C@@H]21
    71, 44, 66, 27, -8.8*, 86, 93, 29
Cc1ccc(Nc2nc3sc4cc(Cl)c(Cl)cc4n3c(=O)c2C#N)cc1
    98, 51, 111, 84, x, 111, 103, 66
C/C(=N\N=C1\SCC(=O)N1c1ccc(Cl)cc1)c1cc2ccccc2oc1=O
    104, 106, 106, 101, 104, 106, 107, 103
N#Cc1c(-c2ccc(Cl)cc2)nc(NN)nc1N1CCOCC1
    86, 94, 109, 89, 96, 103, 86, 97
CC(C)=CCC[C@@H](C)[C@H]1CC[C@@]2(C)C3=C(CC[C@]12C)[C@@]1(C)CC[C@H](O)C(C)(C)[C@@H]1CC3
    x, 99, 108, 98, x, 98, 107, 102
CCCCCc1c(C)[nH]c(/C=C2\N=C(c3ccc[nH]3)C=C2Oc2ccc(Cl)cc2)c1C
    x, -24*[100 µM], -88*[100 µM], -11*[100 µM], x, -51*[100 µM], -6.7*[100 µM], -33*[100 µM]
Cn1cc(-c2nnc(-c3cn(C)c4ncc(Br)cc34)s2)c2cc(Br)ccc21
    69, 97, 97, 57, -27*, 94, 93, 87
C=C(C)[C@@H]1CC[C@]2(C(=O)NNC(=O)c3ccncc3)CC[C@]3(C)[C@H](CC[C@@H]4[C@@]5(C)CCCNC(C)(C)[C@@H]5CC[C@]43C)[C@@H]12
    102, 101, 104, 95, 105, 105, 101, 105
CCOC(=O)N1CCN(CCCCCOc2ccccc2C2CCCCC2)CC1
    50, 44, 76, 38, 51, 83, 77, 18
CCCCN1CCN(c2ccc3nc(-c4ccc5nc(-c6cc(OC)ccc6OC)[nH]c5c4)[nH]c3c2)CC1
    97, 83, 112, 87, 96, 105, 100, 55
COc1cc2cc(Oc3ccc(NC(=O)c4cc(C(F)(F)F)cc(C(F)(F)F)c4)cc3)c(C)nc2cc1OC
    30, 39, 62, -6.2*, 34, 31, 85, 18
COC(=O)/C=C/CBr
    x, 124, 99, 100, 97, 92, 93, 99

# Continued:
# Every second line gives: EKVX, MOLT-4, M14, HOP-92, CCRF-CEM, A549/ATCC, HOP-62, RPMI-8226
COc1cc(CNC(=O)CCCC/C=C/C(C)C)ccc1OCc1nnc(Nc2ccc(Cl)cc2)o1
    101, 90, 99, 88, 92, 102, x, 85
COC(=O)CCc1cc(O)c2c(c1)[C@@H](C(=O)OC)[C@H](c1ccc(O)c(O)c1)O2
    88, 48, 33, 80, 54, 98, 54, 80
CC(=O)Oc1ccc(/C(=C(\C)c2ccccc2)c2ccc(OCCCN(C)C)cc2)cc1
    89, 57, 77, 69, 87, 88, 90, 80
COc1cc(C2CC(c3ccc(S(=O)(=O)NCCNc4nc(N(C)C)nc(N5CCOCC5)n4)cc3)=Nc3c(N)nc(N)nc3N2)cc(OC)c1OC (configuration not stated)
    75, 89, 101, 93, 99, 98, 91, 85
C[N+](C)(C)c1ncnc2nc[nH]c12
    89, 99, 94, x, 102, 108, 98, 103
C=CCn1c(SCC(=O)Nc2cccc(C(=O)/C=C/c3ccc(OC)cc3)c2)nc2ccccc2c1=O
    92, 76, 96, 76, 104, 84, 111, 56
COc1ccc(-c2c(-c3cc(OC)c(OC)c(OC)c3)noc2N)cc1
    46, 13, 15, x, 9.9*, 22, 41, 11
C(=Nc1ccccc1)C1=C(Nc2ccccc2)CCC1
    x, 90, 95, x, 96, 101, 104, 92
CN1C(=O)C(C2=NN(c3ccc(Cl)cc3)C(c3ccc4c(c3)OCO4)C2)C(=O)N(C)C1=O (configuration not stated)
    99, 94, 95, 107, 101, 81, 105, 106
CCC12C=C(c3ccccc3)C(C3C(=O)N(c4ccccc4)C(=O)C31)C1C(=O)N(c3ccccc3)C(=O)C12 (configuration not stated)
    81, 81, 98, 84, 93, 74, 82, 72
Cc1csc(N)n1
    97, 84, x, 93, 92, 86, 113, x
Cc1nc2c3c(ncn2n1)Oc1c(c(=O)n(C)c2ccccc12)C3c1ccc(Cl)cc1 (configuration not stated)
    88, 100, 102, 93, 96, 95, 105, 97
COc1ccc(/C=C/C(=O)c2ccc(Nc3nc(NCCO)nc(Nc4ccc(Cl)cc4)n3)cc2)cc1
    67, 46, 68, 87, 49, 50, 88, 8.1*
Cc1ccc(/C=C2\Oc3ccc(O)c(-c4ccccc4)c3C2=O)cc1
    82, 68, 68, 86, 92, 59, 96, 74
COc1ccc(/C=C2\C=C(c3nc4ccccc4s3)OC2=O)cc1
    98, 104, 103, 92, 96, 102, 93, 85

# (next part)
# Every second line gives: EKVX, MOLT-4, M14, HOP-92, CCRF-CEM, A549/ATCC, HOP-62, RPMI-8226
C=NNc1nc2ccccc2s1
    96, 107, 111, 107, 103, 102, 97, 117
NC(=O)c1ccccc1O
    87&94, 107, 106&95, 93&74, 104&105, 104&97, 91&105, 106&107
NC(CCl)=NCCC[C@H](N)C(=O)O
    x, 104, 89, 98, 95, 98, 126, 100
COc1c(O)cc2oc3cc(O[C@H]4O[C@H](CO)[C@@H](O)C(O)C4O)c(CC=C(C)C)c(O)c3c(=O)c2c1CC=C(C)C (some centres not stated)
    101, 94, 110, 100, 111, 101, 107, 114
[O-]/[N+](=C\c1ccc(-n2cc(Cc3cc(Cc4cn(-c5ccc(/C=[N+](/[O-])c6ccccc6)cc5)nn4)c(Cc4cn(-c5ccc(/C=[N+](\[O-])c6ccccc6)cc5)nn4)cc3Cc3cn(-c4ccc(/C=[N+](/[O-])c5ccccc5)cc4)nn3)nn2)cc1)c1ccccc1
    100, 89, 106, 104, 106, 104, 95, 112
OC(c1ccccc1)c1ccc(Cl)cc1 (configuration not stated)
    91, 97, 107, x, x, 105, 101, x
COc1ccc(OC)c(CN2CCC(N3CCCC(C)C3)CC2)c1 (configuration not stated)
    x, 119, 100, 98, 111, 99, 103, 104
COc1ccc(/C=C/C(=O)Nc2ccc(Cl)cc2)cc1OC
    89, 84, 88, 111, 83, 72, 96, 92
CCOc1ccc(-c2cc(N)n(S(=O)(=O)c3ccc(OC)cc3)n2)cc1
    x, 85, 120, 82, 87, 93, 122, 94
CC(=O)Oc1ccccc1C(C)=O
    105, 102, 97, 103, 83, 74, 77, 105
O=C(O)c1ccc(F)cc1C(=O)O
    98, 86, 97, 104, 100, 79, 93, 110
NS(=O)(=O)c1cccc(N/C=C/C(=O)c2ccc(F)cc2)c1
    103, 107, 100, 105, 99, 111, 109, 100
CCN1C(=S)N(CC)C2C1NC(=S)N2/N=C/C=C/c1ccccc1 (configuration not stated)
    63, 26, 25, 62, 15, 38, 44, 41
CCCCn1c(-c2cccc(OC)c2)nc2cc(OC)c(OC)cc2c1=O
    71, 70, 107, 83, -23*, 11, 46, 59
COc1cc2nc(-c3ccc(C(F)(F)F)cc3)cc(OCCN3CCCCC3)c2cc1OC
    62, 65, -12*, 68, 79, 81, 70, 42

# A different layout for part of the listing above:
SMILES,EKVX,MOLT-4,M14,HOP-92,CCRF-CEM,A549/ATCC,HOP-62,RPMI-8226
Cc1csc(N)n1,97,84,x,93,92,86,113,x
Cc1nc2c3c(ncn2n1)Oc1c(c(=O)n(C)c2ccccc12)C3c1ccc(Cl)cc1 (configuration not stated),88,100,102,93,96,95,105,97
COc1ccc(/C=C/C(=O)c2ccc(Nc3nc(NCCO)nc(Nc4ccc(Cl)cc4)n3)cc2)cc1,67,46,68,87,49,50,88,8.1*
Cc1ccc(/C=C2\Oc3ccc(O)c(-c4ccccc4)c3C2=O)cc1,82,68,68,86,92,59,96,74
COc1ccc(/C=C2\C=C(c3nc4ccccc4s3)OC2=O)cc1,98,104,103,92,96,102,93,85
C=NNc1nc2ccccc2s1,96,107,111,107,103,102,97,117
NC(=O)c1ccccc1O,87&94,107,106&95,93&74,104&105,104&97,91&105,106&107
NC(CCl)=NCCC[C@H](N)C(=O)O,x,104,89,98,95,98,126,100
COc1c(O)cc2oc3cc(O[C@H]4O[C@H](CO)[C@@H](O)C(O)C4O)c(CC=C(C)C)c(O)c3c(=O)c2c1CC=C(C)C (some centres not stated),101,94,110,100,111,101,107,114
[O-]/[N+](=C\c1ccc(-n2cc(Cc3cc(Cc4cn(-c5ccc(/C=[N+](/[O-])c6ccccc6)cc5)nn4)c(Cc4cn(-c5ccc(/C=[N+](\[O-])c6ccccc6)cc5)nn4)cc3Cc3cn(-c4ccc(/C=[N+](/[O-])c5ccccc5)cc4)nn3)nn2)cc1)c1ccccc1,100,89,106,104,106,104,95,112
OC(c1ccccc1)c1ccc(Cl)cc1 (configuration not stated),91,97,107,x,x,105,101,x
COc1ccc(OC)c(CN2CCC(N3CCCC(C)C3)CC2)c1 (configuration not stated),x,119,100,98,111,99,103,104
COc1ccc(/C=C/C(=O)Nc2ccc(Cl)cc2)cc1OC,89,84,88,111,83,72,96,92
CCOc1ccc(-c2cc(N)n(S(=O)(=O)c3ccc(OC)cc3)n2)cc1,x,85,120,82,87,93,122,94
CC(=O)Oc1ccccc1C(C)=O,105,102,97,103,83,74,77,105
O=C(O)c1ccc(F)cc1C(=O)O,98,86,97,104,100,79,93,110
NS(=O)(=O)c1cccc(N/C=C/C(=O)c2ccc(F)cc2)c1,103,107,100,105,99,111,109,100
CCN1C(=S)N(CC)C2C1NC(=S)N2/N=C/C=C/c1ccccc1 (configuration not stated),63,26,25,62,15,38,44,41
CCCCn1c(-c2cccc(OC)c2)nc2cc(OC)c(OC)cc2c1=O,71,70,107,83,-23*,11,46,59
COc1cc2nc(-c3ccc(C(F)(F)F)cc3)cc(OCCN3CCCCC3)c2cc1OC,62,65,-12*,68,79,81,70,42

# Continuation:
# Every second line gives: EKVX, MOLT-4, M14, HOP-92, CCRF-CEM, A549/ATCC, HOP-62, RPMI-8226
Cc1ccc2oc(C(=O)N3CCN(c4cccc(Cl)c4)CC3)c(C)c2c1
    x, 95, 101, 115, 103, 104, 92, x
CCCCCC(=O)N1CCCCCC1
    102, 78, 115, x, x, 96, 101, x
CCCCNc1cccc2ccccc12
    79, 40, 113, 96, 71, 94, 95, 81
O=C1NC(=O)/C(=C/c2ccc(Cl)cc2Cl)S1
    89, 106, 90, 65, 86, 92, 91, 69
N#Cc1c(NC(=O)c2ccco2)[n+]([O-])c2ccccc2[n+]1[O-]
    99, 85, 104, 164, x, 100, 83, 447
CCCC1(C)NC(=O)NC1=O (configuration not stated)
    99, 105, 91, 92, 120, 94, 100, 100
O=C1/C(=C/c2ccc(F)cc2)SC(=S)N1N1CCOCC1
    99, 101, 117, 104, 67, 103, 103, 101
Cc1cc(C)nc(/C=C(\NC(=O)c2ccccc2)c2ccccc2)c1
    85, 112, 109, 114, 109, 94, 107, 98
CCCC(C)CC(C(=O)OCC)C(=O)OCC (configuration not stated)
    x, 116, 115, x, 92, 101, 104, 106
CCOC(=O)c1ccc(NCn2nc(-c3cc(-c4ccccc4)nc4ccccc34)oc2=S)cc1
    104, 125, 99, 79, 112, 98, 89, 107
COc1ccc(/C(C#N)=C2\OC(=O)c3ccccc32)cc1OC
    129, 125, 99, 112, 102, 100, 93, 108
CCOC(=O)Cc1cc(=O)c2cc(C)ccc2[nH]1
    93, 106, 88, 90, 86, 100, 95, 73
